mHTT CaM bind: mutant huntingtin-calmodulin interaction inhibitors – biochemical, AlphaScreen, primary screen; P42858; AlphaScreen His-mHTT/GST-CaM binding, luminescence; inhibition, % at 15 µM; 3.6% of 190,000 active; AID 1671202, 2021;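 note: 0% = both proteins with DMSO and 100% = one protein alone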
Pf apPOL block: Pf-apPOL inhibitors, biochemical, fluorescence; Plasmodium falciparum apicoplast DNA polymerase (apPOL); Recombinant Pf-apPOL, molecular beacon fluorescence, 1.5 h; inhibition, % at 10 µM; 0.25% of 210,000 active; AID 1794808, 2022
Starred values were filed as active, the others as inactive; i = inactive; x = no result given; & = joins results of further samples. Cut-off read from the data, not from the text of the source: active = inhibition above about 50%; inactive = the rest.

1) CN(C)C(=O)C1CCCN(c2cnc3nccnc3c2)C1 (stereo not drawn)
2) CNc1oc(-c2ccc(Cl)cc2Cl)nc1S(=O)(=O)c1ccccc1
3) O=C(CSc1nnc2c(n1)[nH]c1ccccc12)c1ccc(Cl)cc1
4) OC(Cc1ccccc1)(c1ccccc1)c1ccccc1N=Cc1ccc2c(c1)OCO2 (stereo not drawn)
5) Cn1c(=O)c2c(nc3n(CC(O)c4ccccc4)c(C45CC6CC(CC(C6)C4)C5)cn23)n(C)c1=O (stereo not drawn)
6) COC(=O)c1ccccc1NC(=S)Nc1ccccc1
7) CCc1ccc(C=C2SC(=S)N(CCC(=O)NC34CC5CC(CC(C5)C3)C4)C2=O)cc1
8) Cc1ccccc1-c1nc2cc(N=Cc3cc([N+](=O)[O-])c(O)c([N+](=O)[O-])c3O)ccc2o1
9) O=C(Nc1cccc(Cl)c1)ON=c1oc2cc3c(cc2c2c1CCC2)CCC1(CCCCC1)O3
10) CCc1ccc(OCC(=O)NCc2ccncc2)cc1

Compound	1	2	3	4	5	6	7	8	9	10
mHTT CaM bind	-1	0	1&6	x	0	x	9	-5	10	-3
Pf apPOL block	2	4	3&5	-16	-3	0&-8	-6	-2	1	-34

Molecules from the list above that have a Cl atom:
2) CNc1oc(-c2ccc(Cl)cc2Cl)nc1S(=O)(=O)c1ccccc1
3) O=C(CSc1nnc2c(n1)[nH]c1ccccc12)c1ccc(Cl)cc1
9) O=C(Nc1cccc(Cl)c1)ON=c1oc2cc3c(cc2c2c1CCC2)CCC1(CCCCC1)O3

Compound	2	3	9
mHTT CaM bind	0	1&6	10
Pf apPOL block	4	3&5	1

(list continues)
11) COc1cc(C(=O)Nc2ncc(S(=O)(=O)c3ccc([N+](=O)[O-])cc3)s2)cc(OC)c1OC
12) COc1ncccc1CN(C)C(=O)c1cnccn1
13) CCCN1CCN(C(=O)c2cc3c(n2C)CCN(Cc2cccc(C)c2)C3)CC1
14) COc1ccc(CC(=O)Nc2c3c(nn2-c2cccc(C)c2C)CS(=O)(=O)C3)cc1
15) Cc1cc(N2CCOCC2)cc(C)[n+]1OC(=O)N(c1ccccc1)c1ccccc1
16) CCOCC(=O)N1CCc2c(c(-c3nc(-c4ccc(F)cc4)no3)nn2C)C1
17) CCN(CC)S(=O)(=O)c1ccc2oc(C(=O)NCCc3ccc(Cl)cc3)c(C)c2c1
18) Cc1ccc(CNC(=O)C2CCN(c3nccnc3Oc3ccccc3)CC2)cc1
19) O=C(O)CCCCCNS(=O)(=O)c1cccc(C(F)(F)F)c1
20) CCCSCCCNC(=O)c1csc2c1CCC(C)C2 (stereo not drawn)

Compound	11	12	13	14	15	16	17	18	19	20
mHTT CaM bind	-3	-5	40	0	0	20	-1	-2	-2	-10
Pf apPOL block	-1	2	-7	-6	0	-1	5	-1	-6	-6

21) COc1ccccc1CN1CCN(C(=O)C2CCc3nc(N4CCCC4)ncc3C2)CC1 (stereo not drawn)
22) Cc1cc(C)cc(NC(=O)COc2cc(C)nc(N3CCCC3)n2)c1
23) O=C(Nc1nc2ccccc2s1)C(Cl)Cl
24) C=CC(C)(C)OCC(O)CN1CCN(Cc2ccc3c(c2)OCO3)CC1 (stereo not drawn)
25) Fc1ccc(CN2CCc3nc(N4CCN(c5ccccn5)CC4)ncc3C2)c(F)c1
26) CC(C)(C)c1ccc(-n2c(SCc3ccc(Cl)c(Cl)c3)n[nH]c2=O)cc1
27) O=C(c1nc(-c2cccc(F)c2)n2c1CCCCC2)N1CCCCCC1
28) FC(F)(F)c1cccc(Sc2ncnc3c(-c4ccccc4)c(C(F)(F)F)sc23)c1
29) COc1ccc(NC(=O)/C(=C/c2ccco2)NC(=O)c2ccco2)cc1
30) O=C1CCC[C@@H]2CC(N3CCCCC3)C[C@@H]3CCN1[C@H]23 (stereo partly drawn)

Compound	21	22	23	24	25	26	27	28	29	30
mHTT CaM bind	16	4	0	-5&-8	19	x	7	x	16	-3
Pf apPOL block	-1	1	-7	-3&-2	0	-9	5	-1	0	-2

31) CCn1c(COc2ccccc2)nc2ccccc21
32) O=C(NCc1ccco1)N1CCC(c2nc(-c3ccccc3)no2)C1 (stereo not drawn)
33) Cc1ccccc1-n1nc2c(c1NC(=O)CCc1ccccc1)CS(=O)(=O)C2
34) O=C(NCc1cccc(F)c1)Nc1nnc2ccccn12
35) Cc1nn(Cc2ccc(C(=O)n3ccnc3C)o2)c(C)c1Br
36) CCCCN(C)C(=O)CN1CCN(C(=O)Nc2ccccc2)CC1=O
37) COc1ccc(OCc2noc(CNC(=O)c3cccs3)n2)cc1
38) C=CCc1cc(/C=C2/C(=O)N(c3ccccc3)N=C2C)cc(OCC)c1O
39) CN1C(=O)Cc2cc(C(=O)NCc3ccccc3Cl)ccc21
40) COc1nc(N2CCCC2)nc(-n2nnc(C(C)=O)c2C)n1

Compound	31	32	33	34	35	36	37	38	39	40
mHTT CaM bind	-18	16	-5	-1	-2	-3	-6	49	2	0
Pf apPOL block	-7	2	-3	-1	11	7	-6	8	-2	x

41) NC(=S)c1cc2ccc(O)cc2oc1=O
42) Cc1cc(=O)n(CC(=O)Nc2ccc(Cl)cc2)c(N2CCCCC2)n1
43) COc1ccc(/C=C2\N=C(c3ccc([N+](=O)[O-])cc3)OC2=O)cc1
44) CC(C)(C)C(=O)C(O)C(C)(C)C (stereo not drawn)
45) COc1ccccc1Nc1nc(-c2ccc([N+](=O)[O-])cc2)nc2ccccc12
46) N#CC1C(=O)NC(=O)C([n+]2ccccc2)C1c1ccccc1Cl (stereo not drawn)
47) Fc1ccc(C2C=C(c3ccc4c(c3)OCO4)Nc3nc4ccccc4n32)cc1 (stereo not drawn)
48) COC(=O)[C@@H]1CCCN1S(=O)(=O)Cc1ccccc1
49) CCn1c(SCC(=O)NCC2CCCO2)nnc1-c1c(C)nc2sccn12 (stereo not drawn)
50) Cc1ccc2c(c1)C(=O)N1CCCCC1C(=O)N2CC(=O)NCCN1CCCCCC1 (stereo not drawn)

Compound	41	42	43	44	45	46	47	48	49	50
mHTT CaM bind	9	-12	2	-3	-3&1	0	10	2	1	75*
Pf apPOL block	-8	-3	0	0	-1&-1	-12	6	3	-7	-7

51) O/N=C/c1cc(Br)cs1
52) COc1cc2c(cc1OC)C(COc1ccccc1OC)N(C(=O)c1ccccc1OC)CC2 (stereo not drawn)
53) FC(F)(F)c1cc(-c2ccccc2)nc(NCC2CCCO2)n1 (stereo not drawn)
54) CC(=O)Nc1ccc(NC(=O)c2c(-c3ccccc3Cl)noc2C)cc1
55) CSc1ncc2c(n1)CC(C)(C)CC2=NOC(=O)c1cccc(C(F)(F)F)c1
56) CC(C)(C)c1ccc(C(=O)Nc2ccccc2F)cc1
57) Cc1onc(-c2ccccc2Cl)c1C(=O)Nc1cccc(Cl)c1
58) Cc1ccc2c(c1)C(=O)NC1(CCN(C(=O)C3CCC3)CC1)N2
59) O=C1C(=Cc2ccco2)Oc2c1ccc(O)c2CN1CCCC1
60) Cc1cc(C)nc(Nc2nc(C)c3cccc(C)c3n2)n1

Compound	51	52	53	54	55	56	57	58	59	60
mHTT CaM bind	i	37	-78	0	x	-39	-24	4	4	4
Pf apPOL block	x	-6	2	8	-5	-12	0	-2	-2	-10

Profiles, quoted from the list. Order of screens: mHTT CaM bind	Pf apPOL block
`CCCCN(C)C(=O)CN1CCN(C(=O)Nc2ccccc2)CC1=O` is listed as -3	7
`O=C1CCC[C@@H]2CC(N3CCCCC3)C[C@@H]3CCN1[C@H]23` (stereo partly drawn) is listed as -3	-2

Going on with the list:
61) Cc1nnc(SCC(=O)c2ccc(Cl)cc2Cl)s1
62) CCOc1ccc(OCCOCCn2cnc3ccccc3c2=O)cc1
63) CCC(C)NC(=O)NCc1cccnc1-c1ccc(OC)cc1 (stereo not drawn)
64) Cc1ccc(-n2nnc(C(=O)NCC(C)C)c2-c2ccncc2)cc1C
65) CC(C)N(CCC#N)S(=O)(=O)c1ccc([N+](=O)[O-])cc1
66) CN(C)CC#Cc1cncc(C(=O)NNC(=O)Nc2ccc(Cl)cc2)c1
67) COc1cc(/C=C2/N=C(c3ccc(C)c(C)c3)OC2=O)cc(OC)c1OC
68) COc1cc(/C=C2/C(=O)N(c3ccc(C(=O)O)cc3)N=C2C)c([N+](=O)[O-])cc1OC
69) NC(=O)c1sc2ncccc2c1-n1cccc1
70) CCNc1nc(NCC)nc(SCCOc2ccc(Br)cc2)n1

Compound	61	62	63	64	65	66	67	68	69	70
mHTT CaM bind	8	1	-8	-4	-1	x	1	6	2	-64
Pf apPOL block	1	-11	-11	-3	1	-9	-5	100*	-2	2

71) O=C(Cc1ccccc1)NCCC1=CCCCC1
72) CCCN1CCN(C(=O)c2cccc(C3CCCN(C(=O)NC)C3)c2)CC1 (stereo not drawn)
73) Cc1cc2nc(CN3CCN(c4cccc(Cl)c4)CC3)c(=O)[nH]c2cc1C
74) CCCCC1(CC(=O)N2CCCCC2)C(=O)N(c2ccccc2)N(c2ccccc2)C1=O
75) O=C(O)C(=O)NCC1(c2ccccc2)CCCC1
76) Cc1ccc(-n2nc3cc(C)c(NC(=O)c4cccnc4)cc3n2)cc1
77) O=C(NCc1cccnc1)C1CN(S(=O)(=O)c2ccccc2)CC12CCCCC2 (stereo not drawn)
78) COCCn1c(C2CCN(S(=O)(=O)c3cccs3)C2)nc2cccnc21 (stereo not drawn)
79) COc1cc(-c2noc(C)c2-c2ccc3[nH]ccc3c2)cc(OC)c1OC
80) O=C(/C=C/c1ccccc1)Nc1ccc(NC(=O)c2ccco2)cc1

Compound	71	72	73	74	75	76	77	78	79	80
mHTT CaM bind	-3	-5	-7	34	1	-4&0	2	-5	19	10
Pf apPOL block	-4	-3	0	-6	-8	-4&-5	4	-4	-4	4

Part of the list above in order of SMILES length, low to high.
75) O=C(O)C(=O)NCC1(c2ccccc2)CCCC1
76) Cc1ccc(-n2nc3cc(C)c(NC(=O)c4cccnc4)cc3n2)cc1
74) CCCCC1(CC(=O)N2CCCCC2)C(=O)N(c2ccccc2)N(c2ccccc2)C1=O

Compound	75	76	74
mHTT CaM bind	1	-4&0	34
Pf apPOL block	-8	-4&-5	-6

Shown with two lines to a compound: two of the compounds above
Below each compound – mHTT CaM bind | Pf apPOL block
41: NC(=S)c1cc2ccc(O)cc2oc1=O
→ 9 | -8
42: Cc1cc(=O)n(CC(=O)Nc2ccc(Cl)cc2)c(N2CCCCC2)n1
→ -12 | -3

The list goes on.
81) COc1ccc2nc(NC(=O)C3CC(=O)N(c4cccc(NC(C)=O)c4)C3)sc2c1 (stereo not drawn)
82) Cc1cc(C)c(N2C(=O)NC(=O)/C(=C\c3ccc([N+](=O)[O-])o3)C2=O)c(C)c1
83) Cc1occc1C(=O)Nc1ccc(C(C)C)cc1
84) COc1cccc(C2NC(=S)NC3=C2C(=O)CCC3)c1 (stereo not drawn)
85) O=C(Nc1ccc(F)c(Cl)c1)C1CC2CCC1C2 (stereo not drawn)
86) O=C(CSc1nnc(-c2ccco2)c(-c2ccco2)n1)Nc1ccc(Br)cc1
87) CCC(=NNc1ccc([N+](=O)[O-])cc1)c1ccc(-c2ccccc2F)cc1
88) CN1CCc2cc(C(CNS(=O)(=O)c3ccc(Cl)s3)N3CCOCC3)ccc21 (stereo not drawn)
89) COc1ccc(-n2nc(C(=O)Nc3cc(Cl)ccc3OC)c3ccccc3c2=O)cc1
90) Cc1ccc(-c2ccc(CCC(=O)O)n2CC(=O)O)cc1
91) O=C(c1cccc(Cl)c1)N1CCC(n2c(-c3ccoc3)nc3cccnc32)C1 (stereo not drawn)
92) CN1C(=O)c2ccccc2Oc2ccc(C(=O)NC3CCCCC3)cc21
93) COc1ccccc1NC(=O)N1CCC(Cc2ccccc2)CC1

Compound	81	82	83	84	85	86	87	88	89	90	91	92	93
mHTT CaM bind	21	60*	3	-1	-14	79*	x	99*	1	24	24	1	-19
Pf apPOL block	-2	-12	2	2	-3	-4	-11	-12	-4	-11	-1	-7	2
